# Integrin act MD = integrin-mediated muscular dystrophy alleviation activation; Potency, µM (series often up to 38.3 µM), without a hit: top-dose activation, most hits filed as activators; AID 624291; hit rate 0.064% among 350,000; alpha7betagal myoblasts, beta-gal FDG fluorescence, 48 h;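 further: potency means the concentration at half of the fitted maximal effect; 100% = response of the positive control SU9516; nearly all actives have a fitted effect of over 60% in size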
#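 Alpha7betagal+/- myoblasts (passage 13) were plated 16-24 hr, then exposed to compounds (1:260 dilution of DMSO stock) for 48 hours at 37C. After MPER lysis, β-galactosidase reporter activity was read as FDG fluorescence (ex 480/em 540) after 30 minutes.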
# Menin-MLL TR inh = inhibitors of human menin-MLL interaction, mutant MLL peptide; O00255; Menin + Texas Red MLL mutant peptide, fluorescence polarization; Potency, µM (doses to about 61.6 µM), inactives show top-dose FP activity change, negative = inhibition, most hits filed as inhibitors; hit rate 0.23% among 270,000; AID 1768; active means well fitted inhibition curve with a large enough effect in the polarisation, with a control signal flat, not every such curve was filed as active; inconclusive means small, poorly fitted or top-dose-only effect, or effect the other way, or a change in a side signal; inactive means no such curve, though single readings can be large or run the other way; the % refers to the polarisation; further: potency means the concentration at half of the fitted maximal effect; % of control where 0% means no effect; many of its hits are not listed in these tables
# PKM2 act = activators of human pyruvate kinase M2. purified PKM2, Kinase-Glo ATP luminescence, activation; response scale: 0% is enzyme alone, no compound. Potency, µM (series often up to 57.5 µM), without a hit: top-dose activation, actives largely listed as activators. hit rate 0.34% among 260,000; further: potency means the concentration at half of the fitted maximal effect; on the % scale 0 is the no-effect control and ±100 the full control effect; nearly all actives have a fitted effect of over 55% in size
#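 Purified hPK-M2 (>95%) run at intermediate activity with 0.1 mM ADP and 0.5 mM PEP in 50 mM imidazole pH 7.2, KCl, MgCl2; 1 h room temperature. ATP formed read by Kinase-Glo luminescence; normalized to uninhibited and no-enzyme controls.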
# B2AR arrestin = agonists driving beta-arrestin recruitment to human beta2-adrenergic receptor; hit rate 0.02% among 330,000; Potency, µM (series often up to 46.1 µM), for the others: at the top dose activation, most hits filed as activators; P07550; AID 492947; beta-arrestin recruitment to beta2AR, cell-based reporter;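 further: potency means the concentration at half of the fitted maximal effect; 0% = DMSO controls and full agonism = EC100 isoproterenol or metaproterenol; nearly all actives have a fitted effect of over 65% in size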
# GALK inhibitor = galactokinase (human) inhibition | P51570 | Purified GALK, Kinase-Glo residual ATP luminescence | Potency, µM (titrated, usually from 57.5 µM), for inactives: at the top dose activity change, negative = inhibition, most hits filed as inhibitors | hit rate 0.007% among 270,000; further: potency means the concentration at half of the fitted maximal effect; on the % scale 0 is the no-effect control and ±100 the full control effect
#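 The enzyme phosphorylates galactose (100 uM) using ATP (35 uM); inhibition is detected as higher residual ATP, quantified by bioluminescence after 1 h reaction at room temperature, pH 8.0.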
# Giardia killer = Giardia lamblia killing | Giardia lamblia trophozoite viability | activity change, % at 7.66 µM, hits read low | hit rate 0.15% among 340,000; in the data active means activity change below about -80%; inconclusive means between about -30% and that limit;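 further: parasites exposed to compound for two days anaerobically before the ATP read; on the % scale 0 is the no-effect control and ±100 the full control effect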
#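 Media and compound were dispensed first, then trophozoites at 100 cells/well; plates sat 48 hrs at 37 deg C without oxygen before ATP luminescence reagent was added and read after 15-30 min at room temperature.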
# Coupling enz = counter-screen for Giardia aldolase inhibitors: coupling enzyme system; hit rate 0.67% among 290,000; coupling enzyme system counterscreen, AmpLite Red fluorescence; AID 2472; activity change, negative = inhibition, % at 58.2 µM, hits read low; in the data active means activity change below about -30%; further: on the % scale 0 is the no-effect control and ±100 the full control effect
#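 Counterscreen lacking aldolase: glyceraldehyde-3-phosphate coupling-enzyme reagent preincubated 10 min at RT with compound (at 57.5 uM final), then substrate/coupling system with AmpLite Red added; fluorescence read at 525/598 nm after 20 min RT.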
# ASM inhibitor = human S-ASM enzyme inhibition. P17405. hit rate 0.006% among 340,000. AID 504937. Potency, µM (series often up to 57.5 µM), without a hit: at the top dose activity change, negative = inhibition, most hits filed as inhibitors. placental ASM, HMU-PC fluorogenic substrate, 60 min; further: potency means the concentration at half of the fitted maximal effect
# Target sequence (P17405 47-631 limits assumed): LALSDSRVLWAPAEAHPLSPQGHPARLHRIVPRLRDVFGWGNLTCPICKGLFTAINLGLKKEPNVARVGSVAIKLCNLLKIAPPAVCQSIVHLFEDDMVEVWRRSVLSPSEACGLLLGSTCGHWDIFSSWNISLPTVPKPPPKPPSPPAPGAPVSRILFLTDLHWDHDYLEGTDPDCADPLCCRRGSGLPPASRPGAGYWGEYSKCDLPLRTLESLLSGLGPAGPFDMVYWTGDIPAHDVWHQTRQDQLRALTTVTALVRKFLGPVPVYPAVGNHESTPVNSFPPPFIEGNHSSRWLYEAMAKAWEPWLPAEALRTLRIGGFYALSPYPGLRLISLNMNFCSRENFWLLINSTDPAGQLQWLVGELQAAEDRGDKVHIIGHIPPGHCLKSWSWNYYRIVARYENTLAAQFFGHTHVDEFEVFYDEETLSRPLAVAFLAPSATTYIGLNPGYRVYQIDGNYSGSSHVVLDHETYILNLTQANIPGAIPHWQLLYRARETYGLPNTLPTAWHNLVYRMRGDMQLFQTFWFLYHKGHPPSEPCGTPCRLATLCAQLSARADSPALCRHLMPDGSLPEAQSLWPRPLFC
#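 HMU-PC0 cleavage (9 uM final) by human placental ASM, 60 min at 37 °C following 10 min compound exposure at RT; stopped at pH 10, fluorescence Ex 386/Em 447 nm.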
# Tb PFK inh = T. brucei PFK enzyme inhibition; O15648; T. brucei PFK, ADP-Glo luminescence; hit rate 0.17% among 330,000; Potency, µM (top dose mostly 57.5 µM), without a hit: at the highest dose activity, negative = inhibition, hits mostly inhibitors;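 further: potency means the concentration at half of the fitted maximal effect; 0% = uninhibited 1x PFK enzyme wells and -100% = no-enzyme wells; nearly all actives have a fitted effect of over 60% in size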
#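 Activity is normalized to no-enzyme wells (full inhibition) and 1.25 nM enzyme wells (no inhibition). Reaction: 0.5 mM F6P, 0.1 mM ATP, 45 min RT, ADP-Glo luminescence; concentration-response curves fitted and classed by quality.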
# PTAP TSG101 blk = blocks PTAP/TSG101 interaction to inhibit HIV-1 budding; 340,000 tested, under 10 active; Q99816; Fluorescence polarization, FITC-PTAP peptide / Tsg101 binding; Potency, µM (top dose mostly 115 µM), without a hit: at the top dose activity change, negative = inhibition, usual class: inhibitors; active means well fitted inhibition curve with a large enough effect in the main read-out, with a control signal flat, not every such curve was filed as active; inconclusive means small, poorly fitted or top-dose-only effect, or effect the other way, or a change in a side signal; inactive means no such curve, though single readings can be large or run the other way; further: potency means the concentration at half of the fitted maximal effect; % of control where 0% means no effect
# Target sequence (Q99816 whole entry, looked up): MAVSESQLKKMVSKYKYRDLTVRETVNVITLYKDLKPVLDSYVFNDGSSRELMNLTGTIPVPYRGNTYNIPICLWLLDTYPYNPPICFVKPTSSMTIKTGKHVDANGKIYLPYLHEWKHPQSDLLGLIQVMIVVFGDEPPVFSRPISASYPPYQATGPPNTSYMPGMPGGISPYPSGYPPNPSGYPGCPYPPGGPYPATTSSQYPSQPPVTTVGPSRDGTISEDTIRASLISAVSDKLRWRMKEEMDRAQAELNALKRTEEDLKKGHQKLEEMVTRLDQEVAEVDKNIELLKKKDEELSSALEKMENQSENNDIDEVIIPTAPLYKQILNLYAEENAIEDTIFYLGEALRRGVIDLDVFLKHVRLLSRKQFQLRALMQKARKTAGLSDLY
#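 Fluorescence polarization binding of Tsg101 binding domain (10 uM final) to FITC-labeled PTAP peptide (50 nM final) in HEPES pH 7.5 buffer with NaCl, Tween 20, EDTA, TCEP. Compounds added before peptide; binding 20 min at RT.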
# Chronic BCR inh = chronic active BCR signaling inhibition. Potency, µM (top dose mostly 46.1 µM), for the others: at the top dose ratio change, negative = lower green/red ratio, actives largely listed as inhibitors. AID 493014. ABC-DLBCL IkBa-CBG/CBR reporter, luminescence ratio, 4 h. hit rate 0.05% among 340,000; active means well fitted inhibition curve with a large enough effect in the signal ratio, with a control signal flat, not every such curve was filed as active; inconclusive means small, poorly fitted or top-dose-only effect, or effect the other way, or a change in a side signal; the % refers to the signal ratio;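 further: potency means the concentration at half of the fitted maximal effect; plate controls were basal doxycycline-induced cells for no effect and cells given 10 µM MG132 for full effect; MG132 reads +100%, hits lower the ratio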
#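 TMD8 ABC-DLBCL cells carrying doxycycline-inducible green luciferase fused to IkappaBalpha plus unfused red luciferase were exposed to compounds (up to 46 uM) for 4 hrs at 37C. Activity came from the overlap-corrected green/red luminescence ratio.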
# Numbers without * were called inactive; u = inconclusive; x = no result given; [ ] = remark or other dose. Unless noted, the call rests on the fitted dose curve; in most records, active means well fitted curve in the direction sought with a large enough effect; inconclusive means small, poorly fitted or top-dose-only effect, or another doubt; inactive means no such curve, though single readings can be large; an effect the other way counts as inactive or inconclusive. This is a subset (hit frequency here may not be typical).
SMILES,Integrin act MD,Menin-MLL TR inh,PKM2 act,B2AR arrestin,GALK inhibitor,Giardia killer,Coupling enz,ASM inhibitor,Tb PFK inh,PTAP TSG101 blk,Chronic BCR inh
O=C(c1cc2ccccc2oc1=O)N1CCN(Cc2ccc3c(c2)OCO3)CC1,-21%,7%,4%,0.3%,-2%,8,2,3%,0%,-8%,-2%
CC(=O)Nc1ccc(S(=O)(=O)NCCC(=O)NCc2ccncc2)cc1,0%,x,x,-0.2%,x,-23,x,x,3%,-3%,-7%
CN(CC(=O)Nc1cccc(F)c1)C(=O)c1ccc(NC2CC2)c([N+](=O)[O-])c1,14%,x,x,-0.1%,x,-7,x,x,-1%,5%,-11%
COc1ccc2[nH]c(=O)c(CN(CC3CCCO3)C(=S)Nc3ccc(C)cc3)cc2c1 (stereo unspecified),14%,3%,1%,0.3%,-2%,-8,-3,2%,8%,-2%,-8%
COc1c(N2CCN(C(=S)Nc3ccccc3)C(C)C2)c(F)cc2c(=O)c(C(=O)O)cn(C3CC3)c12 (stereo unspecified),x,-3%,-2%,-0.3%,-2%,x,x,x,4%,x,15%
CCCCC(=O)Nc1ccc(NC(=O)CC)cc1OC,0%,0%,-11%,0.4%,3%,-7,-1,-1%,1%,-2%,-13%
O=C(Nc1nnc(S(=O)(=O)N2CCCCCC2)s1)c1ccccc1Br,-21%,8%,-27%,-0.1%,x,-18,1,-8%,-3%,-2%,20%
Oc1oc(-c2ccc(Br)cc2)nc1/C=N/c1ccccn1,14%,-23%,-25%,0.0%,-2%,3,-2,31%[activator],6%,-1%,-4%
Cc1ccc(NC(=O)CCc2nnc3ccc(N4CCC5(CC4)OCCO5)nn23)cc1F,0%,6%,1%,0.3%,7%,-2,-2,-9%,-13%,-3%,-5%
COc1cc(/C=N/N=C2/NC(=O)C(c3ccccc3)S2)ccc1O (stereo unspecified),-4%,30%[activator],-3%,-0.1%,-3%,-5,0,234%[activator],2%,-2%,-2%
COC(=O)c1sccc1NC(=S)N1CCN(c2ccc(F)cc2)CC1,4%,4%,3%,-0.6%,x,9,-1,-1%,-3%,-2%,-1%
CC(C)(CNC(=O)CNC(=O)c1ccc(Cl)cc1Cl)N1CCOCC1,11%,x,x,0.2%,x,-7,x,8%,-7%,-12%,1%
CCN(CC(=O)Nc1c(F)cccc1F)C(=O)COc1cccc2c1OC(C)(C)C2,50%,x,x,-0.7%,x,22,x,1%,6%,0%,-2%
Cc1ccc(C(=O)NCC(=O)NNC(=O)CN(C)S(=O)(=O)c2ccc(Cl)cc2)s1,5%,x,x,0.2%,x,-13,x,3%,-3%,-9%,0%
O=[N+]([O-])c1cccc(C(O)C23CN4CN(CN(C4)C2)C3)c1 (stereo unspecified),23%,x,-15%,-0.3%,4%,-9,2,-2%,-1%,1%,-5%
CCc1ccc(NC(=O)c2noc(C(C)C)c2[N+](=O)[O-])cc1,-40%,u,-2%,-0.1%,3%,0,-2,-1%,1%,0%,u
CC(NC(=O)NC(=O)c1cccc([N+](=O)[O-])c1)C1CC1 (stereo unspecified),9%,x,0%,0.0%,-10%,-4,x,-2%,-2%,0%,u
CC(=O)N1CCOc2ccc(S(=O)(=O)NCC3CCC(C(=O)Nc4ncccc4C)CC3)cc21 (stereo unspecified),4%,x,x,0.2%,2%,-22,x,2%,1%,-3%,0%
O=C(N/N=C/C=C/c1ccccc1)c1ccccc1Br,0%,5%,-3%,-0.3%,x,-6,-1,-1%,0%,-6%,u
CC(C)Oc1cccc(C(=O)C2CCCN(C(=O)c3noc4c3CCCC4)C2)c1 (stereo unspecified),-34%,-16%,0%,-0.7%,-2%,-6,-1,0%,-1%,-4%,0%
CN(CCNC(=O)C1CCC(=O)N(Cc2cccc(F)c2)C1)CCc1ccccc1 (stereo unspecified),-3%,x,-1%,0.0%,-3%,11,x,2%,-2%,x,-5%
Cc1cc(Nc2cccc(Cl)c2)c2ccccc2n1,-15%,-4%,0%,0.2%,-3%,-4,-3,0%,1%,-3%,-6%
CCCn1c(SCC(N)=O)nnc1C(C)C,10%,-2%,4%,0.4%,1%,4,0,0%,0%,3%,-2%
CN(CC(=O)Nc1ccccc1Cl)C(=O)C1CCN(C(=O)c2ccc(Cl)cc2)CC1,11%,x,-4%,-0.4%,0%,-8,x,-1%,0%,-2%,0%
CN1CCN(c2ccccc2NC(=O)COc2ccccc2)CC1,-6%,-1%,2%,-0.2%,0%,7,2,0%,1%,0%,u
COC(=O)CC1SCCNC1=O (stereo unspecified),12%,-9%,-8%,-0.3%,-2%,4,1,-2%,19%,-5%,-10%
NS(=O)(=O)c1ccc(CCNC(=O)C2CCN(S(=O)(=O)c3cccc4cccnc34)CC2)cc1,11%,3%,x,0.3%,0%,2,1,-3%,0%,-3%,1%
CC1=CC(=O)OC1Cc1ccncc1 (stereo unspecified),-48%,-2%,-8%,-0.3%,4%,12,2,-1%,1%,-1%,0%
Cc1c2cnn(CC(=O)NCc3ccccn3)c(=O)c2c(C)n1Cc1ccccc1,-6%,-17%,-6%,-0.3%,x,5,5,27%,1%,-2%,1%
Cc1cccc(C(=O)OC2CCN(C)CC2)c1,0%,3%,-5%,0.1%,0%,21,-1,-1%,2%,1%,27%
Cc1cc(C)cc(OCC(=O)OCC(=O)NCc2cccs2)c1,23%,0%,-1%,0.2%,-1%,34[activator],5,0%,-1%,-4%,0%
CCOC(=O)C1CCN(CC(O)COc2ccc(C(=O)CC)cc2)CC1 (stereo unspecified),-6%,-14%,1%,-0.1%,2%,8,0,2%,0%,-3%,4%
Cc1ccc(C(=O)/C=C/Nc2ccc(S(=O)(=O)Nc3cc(C)nc(C)n3)cc2)cc1,28%,0%,-1%,0.2%,-1%,9,1,325%[activator],1%,-4%,0%
COc1cc(C(=O)Nc2nccs2)ccc1OCc1c(C)noc1C,-2%,31%[activator],-3%,-0.1%,2%,-16,0,-4%,2%,-7%,u
COC(=O)N1C(=O)[C@](c2ccccc2)(C2CCCC2)N1C(=O)OC,-1%,-14%,0%,-0.7%,x,9,1,-1%,4%,0%,u
O=C(CCC1CCCN(C(=O)c2ccc(F)c(F)c2)C1)N1CCN(c2ccccn2)CC1 (stereo unspecified),-24%,x,0%,-1.1%,0%,-1,x,2%,-3%,-13%,3%
Brc1ccc(N=Nc2ccc3ccccc3n2)cc1,-3%,x,-15%,0.1%,15%,-81*,3,-3%,0%,-6%,u
C=CCc1cccc(OC)c1OCCOCCNCCO,-5%,-12%,8%,0.0%,1%,-7,1,4%,1%,-3%,8%
CCc1ccc(N(CC(=O)Nc2ccc(OC)cc2OC)S(C)(=O)=O)cc1,6%,-2%,1%,0.2%,0%,-3,-1,-2%,-2%,-2%,-1%
COc1ccc(C)cc1NC(=O)COC(=O)CCC(=O)c1cccs1,-13%,x,x,0.0%,x,-21,x,0%,-1%,-8%,-1%
Cc1ccccc1NC(=O)c1ccc(CN2CC(=O)N3CCCCC3C2=O)cc1 (stereo unspecified),-16%,12%,-1%,-0.7%,x,5,2,4%,0%,-3%,-5%
Cc1nn(-c2ccccc2)c(C)c1/C=C1\C(=O)N(C)C(=S)N1C,1%,-16%,-1%,0.0%,11%,0,1,-3%,-3%,-2%,-9%
CCOC(=O)c1ccc(NC(=O)NNC(=O)CCc2ccc(OC)cc2)cc1,0%,-2%,0%,0.5%,2%,-6,0,2%,-6%,-6%,-1%
Cc1sc2nc(SCC(=O)NCc3ccco3)n(CCc3ccccc3)c(=O)c2c1C,-53%,-1%,-1%,-0.2%,3%,6,-1,-2%,-5%,-1%,u
NC(=O)c1cc2cc(Br)ccc2o/c1=N/NC(=O)c1cccc(F)c1,-16%,u,x,0.5%,x,1,0,8%,1%,0%,5%
CCCCC(=O)Nc1ccc(NC(=O)c2ccc(C)c([N+](=O)[O-])c2)cc1OC,16%,29%,0%,-0.6%,-4%,3,-1,-5%,-2%,-1%,7%
COCCc1nnc(NC(=O)C23CC4CC(CC(C4)C2)C3)s1,24%,u,-9%,-0.7%,5%,16,0,1%,-1%,-2%,1%
Cc1ccccc1NC(=O)c1c(-c2ccccc2)noc1C,-15%,-8%,-2%,-0.1%,-3%,7,-1,0%,2%,-4%,u
O=C(O)CSc1nc(-c2ccccc2)nc2c1CCCC2,0%,x,-3%,-1.7%,2%,-18,26,3%,-13%,-8%,3%
